Screening results as filed in PubChem BioAssay.
PTHR1 ag: agonists of human PTHR1 parathyroid hormone receptor; AID 743266; HEK293 GP2 PTHR1 cells, GloSensor cAMP luminescence, 1 h; 410,000 compounds, 0.075% hits; Potency, µM (doses to about 115 µM), for the others: at the top dose activation, actives largely listed as activators; also: potency is read from the fitted curve at half-maximal effect; nearly all actives have a fitted effect of over 55% in size; some results filed as inactive show a strong effect at the top dose; inactives centre near -15; many of its hits are not listed in these tables
Target sequence (Q03431 whole entry, looked up): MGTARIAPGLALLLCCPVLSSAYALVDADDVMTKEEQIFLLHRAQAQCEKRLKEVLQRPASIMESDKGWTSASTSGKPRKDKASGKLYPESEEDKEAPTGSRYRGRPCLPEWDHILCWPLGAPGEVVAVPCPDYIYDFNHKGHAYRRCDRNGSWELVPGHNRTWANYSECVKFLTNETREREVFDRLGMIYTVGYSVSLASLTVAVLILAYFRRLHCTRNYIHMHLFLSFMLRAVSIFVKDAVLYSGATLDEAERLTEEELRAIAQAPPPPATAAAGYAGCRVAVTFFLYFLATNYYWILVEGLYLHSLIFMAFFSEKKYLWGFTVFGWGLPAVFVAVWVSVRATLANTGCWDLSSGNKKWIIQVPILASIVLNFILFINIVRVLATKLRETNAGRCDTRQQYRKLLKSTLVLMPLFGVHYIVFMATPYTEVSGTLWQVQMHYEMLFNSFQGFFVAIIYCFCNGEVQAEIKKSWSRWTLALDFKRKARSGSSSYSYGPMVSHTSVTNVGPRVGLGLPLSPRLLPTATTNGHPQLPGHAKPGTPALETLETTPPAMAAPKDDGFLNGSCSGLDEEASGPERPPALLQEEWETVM
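HEK-293-derived GP2 cells expressing PTHR1 and a GloSensor cAMP reporter, 3,000/well, plated overnight, given luciferin plus IBMX (each 0.5 mM as added) for 1 h at 37 °C, then compound for 1 h at 37 °C. Luminescence was read after 15 min at room temperature.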
GLP1R ag: GLP-1 receptor (human) agonism | Potency, µM (titrated, usually from 45.6 µM), for the others: top-dose activation, actives largely listed as activators | P43220 | AID 624172 | HEK293 GLP-1R CRE-luciferase, luminescence, 4-6 h; cells express a hypersensitive GLP-1R form | 380,000 compounds, 0.007% hits; also: potency is read from the fitted curve at half-maximal effect; % of control where 0% means no effect
Target sequence (P43220 whole entry, looked up): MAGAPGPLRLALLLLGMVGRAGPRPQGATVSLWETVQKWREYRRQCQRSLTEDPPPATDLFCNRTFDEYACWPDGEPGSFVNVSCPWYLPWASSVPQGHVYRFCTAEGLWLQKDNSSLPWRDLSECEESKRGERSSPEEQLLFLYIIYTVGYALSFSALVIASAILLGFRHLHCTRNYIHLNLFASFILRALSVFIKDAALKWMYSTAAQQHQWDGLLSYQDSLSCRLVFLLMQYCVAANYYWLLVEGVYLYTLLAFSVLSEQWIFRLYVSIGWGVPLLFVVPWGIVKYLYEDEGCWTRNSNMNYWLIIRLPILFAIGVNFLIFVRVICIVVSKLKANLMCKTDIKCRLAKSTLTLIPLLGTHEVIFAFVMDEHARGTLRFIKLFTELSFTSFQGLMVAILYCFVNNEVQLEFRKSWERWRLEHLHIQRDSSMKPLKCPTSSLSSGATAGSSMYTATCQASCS
DRD3 antagonist: blocks the human D3 dopamine receptor. D3R cells, DiscoveRx beta-arrestin luminescence, antagonist mode; hits give low values. max response, negative = inhibition, %. P35462. AID 652054. 360,000 compounds, 2.5% hits; in the data active = max response below about -50%; inconclusive = no clear call, values can overlap the other calls; also: % is scaled to controls: 0 for no effect and ±100 for the full control effect; mostly tested at two doses, the higher about 12 µM
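Cells plated overnight at 1500 cells/well, then exposed to library compounds with dopamine controls for 90 minutes at 37 degrees C. DiscoveRx reagent added for 30–60 minutes at room temperature; luminescence read, quantitative HTS format.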
HEK293 tox: cytotoxic in the GLP-1 receptor inverse agonist counter-screen | HEK293 cAMP-luciferase reporter cells, luminescence, 24 h | Potency, µM (series often up to 38.3 µM), for the others: top-dose activity change, negative = inhibition, hits mostly inhibitors | 410,000 compounds, 0.13% hits | AID 624418;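 also: loss of luciferase light is scored as toxicity; potency is read from the fitted curve at half-maximal effect; % is scaled to controls: 0 for no effect and ±100 for the full control effect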
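A 23 nL compound transfer followed 12 hours of cell culture at 37 deg C; exposure then lasted 24 hr. Luciferase assay detection reagent was dispensed and plates read for luminescence after a 12 min room-temperature wait.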
D3 ag: D3 dopamine receptor (human) agonism; AID 652048; D3R DiscoveRx beta-arrestin cells, luminescence, 90 min; 410,000 compounds, 0.58% hits; max activation, %; P35462; in the data active = max activation above about 30%; also: 0% is about no effect; mostly tested at two doses, the higher about 12 µM
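Agonist mode: compounds and dopamine controls were applied to plated cells for 90 min at 37 degrees C after an overnight attachment at 1500 cells/well. Luminescent read-out followed 30 - 60 minutes at room temperature with DiscoveRx detection reagent.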
KB-V1 MDR tox: kills drug-selected multidrug resistant KB-V1 cells; Potency, µM (highest dose often 46.1 µM), inactives show top-dose activity change, negative = cytotoxicity, hits mostly cytotoxic; 400,000 compounds, 3.4% hits; KB-V1 MDR cells viability, CellTiter-Glo, 72 h; AID 1347076; also: potency is read from the fitted curve at half-maximal effect; % is scaled to controls: 0 for no effect and ±100 for the full control effect; nearly all actives have a fitted effect of over 60% in size
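KB-V1 MDR subline cells in DMEM (phenol-red free, 10% FBS) exposed to compounds in qHTS concentration series for 72 h at 37 degrees C. Viability read by CellTiter-Glo luminescence; concentration-effect curves fitted after normalization and correction.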
TDP43 rescue: inhibitors of TDP-43 toxicity in yeast. Potency, µM (series often up to 46.1 µM), for the others: at the highest dose growth rescue (activation), most hits filed as activators. 410,000 compounds, 1.8% hits. TDP-43 expressing yeast growth rescue, BacTiter-Glo, 24 h. AID 652104; also: potency is read from the fitted curve at half-maximal effect; % of control where 0% means no effect; nearly all actives have a fitted effect of over 50% in size
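Galactose-induced TDP-43 yeast, OD600=0.02, compound pinned; 24 hr, 30 deg C; BacTiter-Glo luminescence for growth. Inhibitors of TDP-43 toxicity read as activators.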
GLP1R inv ag: GLP-1 receptor (human) inverse agonism; HEK293 GLP-1R CRE-luciferase, luminescence, 24 h; GLP-1R form is constitutively active; Potency, µM (doses to about 38.3 µM), without a hit: top-dose activity change, negative = inhibition, actives largely listed as inhibitors; 410,000 compounds, 1.6% hits; AID 624417; also: potency is read from the fitted curve at half-maximal effect; % is scaled to controls: 0 for no effect and ±100 for the full control effect; nearly all actives have a fitted effect of over 55% in size
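HEK293 cells stably co-expressing a cAMP-responsive luciferase reporter and constitutively active GLP-1R were seeded, incubated 12 h, then exposed to compounds for 24 h at 37 C. Luminescence was read 12 min after detection reagent; inverse agonists lower signal.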
aSyn yeast inh: rescues yeast growth from alpha-synuclein toxicity. Yeast expressing alpha-synuclein, growth rescue, BacTiter-Glo, 24 h. Potency, µM (top dose mostly 46.1 µM), for the others: at the top dose growth rescue (activation), hits mostly activators. 370,000 compounds, 0.14% hits. AID 652106; also: potency is read from the fitted curve at half-maximal effect; % of control where 0% means no effect; nearly all actives have a fitted effect of over 65% in size
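Galactose-induced alpha-syn yeast (OD600=0.02, raffinose-pregrown) + pinned cpd, 24 hr, 30 deg C; growth by BacTiter-Glo luminescence. Growth restoration scores as activation.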
* hit, by the source's call; i = inactive; ? = inconclusive; · = no result given; & = joins results of further samples; [ ] = remark or other dose. Unless noted, calls follow the shape of the dose curve; as a rule, active = well fitted curve in the direction sought with a large enough effect; inconclusive = small, poorly fitted or top-dose-only effect, or another doubt; inactive = no such curve, though single readings can be large; an effect the other way counts as inactive or inconclusive.

Structure	PTHR1 ag	GLP1R ag	DRD3 antagonist	HEK293 tox	D3 ag	KB-V1 MDR tox	TDP43 rescue	GLP1R inv ag	aSyn yeast inh
CCn1cc(CN2CCN(Cc3cccc(OC)c3)C(CCO)C2)c(C)n1 (stereo not given)	i	-5%	10	-16%	0	23%	0%	-5%	-1%
Cc1ccc2c(c1)C(C)CC(C)(C)N2C(=O)NC1CCCCC1 (stereo not given)	i	-5%	-54*	-1%	8	-7%	11%	20%	4%
CC(CCc1ccccc1)NS(=O)(=O)c1ccc(Cl)c(C(=O)O)c1 (stereo not given)	i	0%	-8	10%	-8	-8%	-2%	3%	5%
CC(C)(C)c1ccc(O)c(/C=N\O)c1	i	2%	31	-10%	1	8%	-5%	?	0%
COc1ccc(N2C(=O)c3cccc4cc(Br)cc(c34)C2=O)cc1	i	5%	-10	-3%	-1	4%	0%	19%	0%
CC(=O)Nc1ccc(CNc2nc(NC(C)C)nc3cc(-c4ccccc4)sc23)cc1	-37%[inhibitor]	-13%	-10	?	3	21µM*	21%	11µM*	1%
COc1ccc(NC(=O)Cn2nnc(C(=O)NCc3cccc(OC)c3)c2N)cc1	-30%[inhibitor]	-5%	-15	-18%	4	14%	10%	4%	2%
CC1(C)CC(=O)C2=C(C1)NC(=O)NC2c1ccc(Cl)cc1 (stereo not given)	i	8%	-11	0%	-2	?	-17%	-3%	-4%
CC1CC(=O)C2=C(C1)Nc1ccccc1N(C(=O)COc1ccccc1)C2c1ccco1 (stereo not given)	-12%	-2%	4	19%	-12	-3%	-8%	2%	8%
CCC(C)n1c(SCC(=O)Nc2ccccc2C(F)(F)F)nc2ccsc2c1=O (stereo not given)	i	1%	27	-15%	18	23µM*	-9%	?	-1%
CCn1cc(C2CC(=O)NC2=O)c2ccccc21 (stereo not given)	?	0%	-5	6%	6	1%	-7%	-10%	-10%
CCOc1ccc(C(=S)N2CCCC2)cc1OC	i	1%	-16	51%[activator]	2	-32%	20%	77%[activator]	-1%
O=S(=O)(c1ccccc1)c1cnc2ccccc2c1	-17%	13%	-15	2%	2	-4%	27%	1%	5%
COc1ccc(-n2nc3c(c2NC(C)=O)CS(=O)(=O)C3)cc1	-10%	-2%	9	6%	1	10%	14%	3%	2%
CCN(CC)c1ccc(C2C3CCCCC3(O)CCN2C(=O)c2cccs2)cc1 (stereo not given)	-2%	2%	9	12%	3	?	-5%	?	0%
CCOc1ccc2nc(NC(=O)Cn3[nH]c(=O)c4ccccc4c3=O)sc2c1	i	14%	1	3%	-6	-18%	-4%	62%[activator]	-4%
CC1CCCCN1C(=O)COC(=O)c1n[nH]c2ccccc12 (stereo not given)	i	5%	18	5%	3	0%	-12%	-19%	4%
c1cc2c(c(CC3CO3)c1CC1CO1)OCCOCCOCCOCCO2 (stereo not given)	i	-4%	0	-21%	12	-12%	28%	?	-1%
CCn1c(=O)c(C(=O)CN2CC(C)OC(C)C2)c(N)n(Cc2ccccc2)c1=O (stereo not given)	i	2%	2	-5%	0	1%	-14%	0%	1%
O=C(NCc1n[nH]c(=S)n1-c1ccc(F)cc1)c1ccco1	-25%[57.5 µM]	5%	17	6%	-3	2%	-22%	77%[activator]	-9%
CC(=O)Nc1ccc(CNc2nc(NCCN(C)C)nc3cc(-c4ccccc4)sc23)cc1	0%	6%	-25	?	-12	17%	22%	-28%	2%
CC(=O)c1cccc(NC(=O)CNC(=O)Cc2cccc3ccccc23)c1	-3%	2%	1	0%	6	-17%	-4%	?	3%
Cc1cccc(-c2nc(NCCCN(C)C)c3ccccc3n2)c1	i	-3%	10	?	-1	-2%	19%	?	-2%
O=C(N/C(=C\c1ccccc1)C(=O)N1CCCCC1)c1ccco1	i	15%	10	-6%	3	20%	-13%	-1%	6%
CC(=O)[C@@H]1[C@@H](C(=O)c2ccccc2)[C@]2(C(=O)Nc3ccccc32)[C@H]2C=Cc3cc(F)ccc3N12	-23%	3%	?	0%	-9	?	2%	2%	3%
CC(NC(=O)Nc1ccccc1)C(c1cccs1)N1CCN(C)CC1 (stereo not given)	i	1%	-6	5%	1	-2%	0%	1%	-1%
Cc1nn(-c2ccccc2)c2nc(N)c(C(N)=O)cc12	i	9%	4	-3%	-2	4%	0%	44%[activator]	-1%
CCn1cc(CN2CCC(n3nccc3NC(=O)CCc3ccccc3)CC2)cn1	-19%	15%	1	-1%	4	16%	-26%	0%	6%
CC1(C)OC(=O)NC1c1ccccc1 (stereo not given)	i	-2%	-17	15%	-7	14%	25%	28%	-1%
COc1ccc(-c2oc(=O)c3cc(OC)c(OC)cc3c2C(F)(F)F)cc1	-18%	-2%	21	0%	62*	-4%	16%	13%	0%

Further entries follow.
Structure	PTHR1 ag	GLP1R ag	DRD3 antagonist	HEK293 tox	D3 ag	KB-V1 MDR tox	TDP43 rescue	GLP1R inv ag	aSyn yeast inh
COc1ccccc1NC(=O)CSc1nnnn1-c1ccc(C)cc1	-28%	5%	8	?	4	-12%	22%	-19%	8%
Cn1nc(C(=O)NCc2ccccc2Cl)c2c1-c1ccccc1S(=O)(=O)C2	-24%	-7%	3	-11%&2%	3&-4	-4%&-19%	?	?	8%
CC(=O)NCCc1nc2cc(NC(=O)c3ccc([N+](=O)[O-])cc3)ccc2n1C	i	15%	14	5%	-3	17%	-6%	2%	-7%
CCN(CC(=O)Nc1ccccc1C(F)(F)F)C(=O)C1CC(=O)N(Cc2ccccc2)C1 (stereo not given)	i	1%	-2	8%	3	-1%	2%	0%	0%
Cc1ccc2oc(C(=O)N(C)CCC(O)c3ccccc3)c(C)c2c1 (stereo not given)	i	2%	14	15%	4	-3%	19%	-18%	5%
CS(=O)(=O)N(CC(=O)NCCc1ccccc1)c1cccc([N+](=O)[O-])c1	-17%	-4%	-3	7%	-4	21%	3%	-1%	-3%
COC(=O)COc1cccc(NC(=O)c2cc(OC)cc(OC)c2)c1	i	7%	5	-6%	-6	-21%	16%	18%	-2%
CCOC(=O)c1cnn2c(C(F)(F)F)cc(-c3ccccc3)nc12	i	9%	7	-2%	-1	7%	1%	-20%	-9%
Cc1ccc(Cl)cc1N1CCN(S(=O)(=O)c2ccc3c(c2)CC(C)N3C(=O)C2CCC2)CC1 (stereo not given)	i	·	·	1%	-11	?	22%	3%	·
COc1ccc(C2C(=O)c3ccccc3C2=O)cc1	2%	1%&0%	-7	-2%	-10&5	0%	-12%	0%	12%
N#Cc1c(NC(=O)CSc2nnc(-c3ccccc3O)n2-c2ccccc2)sc2c1CCCC2	-8%[57.5 µM]	0%	?	-5%	4	-10%	5%	1%	9%
CC(OC(=O)Cc1n[nH]c(=O)c2ccccc12)C(=O)N(C)c1ccccc1 (stereo not given)	i	2%	-13	-8%	1	-26%	4%	-5%	0%
Nn1c(SCC(=O)N2CCN(S(=O)(=O)c3ccc(Cl)cc3)CC2)nnc1-c1cccs1	-1%[57.5 µM]	-8%	0	3%	-8	-3%	-23%	-28%	3%
COCCn1c(SCC(=O)N(C)C2CCS(=O)(=O)C2)nc2ccccc2c1=O (stereo not given)	-1%	0%	10	8%	9	2%	27%[9.22 µM]	44%[activator]	0%
COc1ccccc1CNc1ncnc2cc(Cl)ccc12	-16%	2%	-14	4%	17	?	13%	-6%	0%
CCOc1ccccc1/C=C(/NC(=O)c1ccccc1)C(=O)NC(C)c1ccccc1 (stereo not given)	-45%[inhibitor]	-17%	-14	-1%[1.53 µM]	-8	?	2%	?	0%
COC(=O)[C@@]12C[C@@H](CC(=O)NCCCN3CCCC3=O)C(=O)N(CCc3ccc(OC)c(OC)c3)C1=CCC(C)(C)C2	6%	·	1	4%	-1	-26%	-1%	20%	9%
O=C(NC1CCCCC1)c1ccc(S(=O)(=O)NCc2cccnc2)cc1	-25%[57.5 µM]	10%	6	5%	4	?	-14%	0%	0%
CCc1sc(C(=O)NCc2ccco2)cc1Br	-49%[inhibitor]	2%	5	7%	1	-2%	16µM*	?	-12%
Cc1cc(-c2nc3ncccc3o2)ccc1NC(=O)c1ccc([N+](=O)[O-])o1	i	-2%	13	3%	6	4%	-30%[inhibitor]	5%	-1%
CCOC(=O)c1ccc(Nc2cc(C)nc(-c3ccccc3O)n2)cc1	-7%[57.5 µM]	12%	49	-9%	68*	-9%	17%	?	0%
Cc1cccc(NC(=O)CSCC(=O)Nc2ccc(S(=O)(=O)N3CCOCC3)cc2)c1	i	6%	8	6%	17	-19%	-13%	?	1%
Cc1cc(C)cc(NC(=O)CSc2nnc(-c3ccccc3C)o2)c1	i	-9%	12	8%	5	12µM*	20%	0%	-1%
COc1ccc(N2CCN(C(=O)c3cccc(Cn4cc(Cl)cn4)c3)CC2)cc1	i	6%	-24	-9%	3	-8%	?	-23%	15%

Full records, looked up by structure.
CCOC(=O)c1cnn2c(C(F)(F)F)cc(-c3ccccc3)nc12 as listed: PTHR1 ag: i; GLP1R ag: 9%; DRD3 antagonist: 7; HEK293 tox: -2%; D3 ag: -1; KB-V1 MDR tox: 7%; TDP43 rescue: 1%; GLP1R inv ag: -20%; aSyn yeast inh: -9%
CCn1cc(CN2CCC(n3nccc3NC(=O)CCc3ccccc3)CC2)cn1 as listed: PTHR1 ag: -19%; GLP1R ag: 15%; DRD3 antagonist: 1; HEK293 tox: -1%; D3 ag: 4; KB-V1 MDR tox: 16%; TDP43 rescue: -26%; GLP1R inv ag: 0%; aSyn yeast inh: 6%

This is a subset; count on the stated rates, not on these rows.
